Fluor 339 460 – intrinsic fluorescence of library compounds, ex339/em460 – biochemical, MLSMR library, data from DPM-DC assay, artefact control, profiling panel | actives 5.5% (n = 65,000) | fluorescence fold increase at 10 µM | AID 709 | compound autofluorescence, ex339/em460 nm, NADH buffer; stronger effect = higher value; 1 = no-compound wells, NADH background;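 active = at 10 µM, mean starting fluorescence two-fold or more over control wells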;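 also: signal is the first read of a kinetic run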
Ecoli tolC – growth inhibitors of E. coli BW25113 tolC mutant; OD615; growth inhibition, % at 10 µM (by protocol); actives 2.2% (n = 65,000); AID 573;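 active = growth inhibition at or above a cutoff equal to the mean over every tested compound plus 3 SD, cut at about 60% in these data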;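 also: growth measured after 20 h incubation at 37 °C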
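Signal: optical density read at 615 nm; Assay system: E. coli ΔtolC::kan strain BW25113; Times: 20 h incubation with compound, 37 °C; Dosing: 10 µM final, single dose.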
Ec RNAP inh – blocks E. coli RNA polymerase transcription; P0A8V2; fluorescence transcription assay; inhibition, %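 (tested at 10 µM)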; actives 0.2% (n = 62,000); in the data active = inhibition above about 20%;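 also: 0% = enzyme without compound and 100% = no enzyme blank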
M1 antagonist – M1 muscarinic receptor (rat) antagonism; CHO-M1 cells, Fluo-4 calcium, ACh EC80 antagonist mode; stronger effect = lower value; B-score at 10 µM; actives 3.4% (n = 64,000); AID 628;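 active = calcium fluorescence response, raw or row-and-column corrected B-score, differing from the plate sample mean either way at a set confidence level, mostly lower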
SF1 activator – SF-1 (human) activation; Q13285; AID 522; actives 1.9% (n = 65,000); activation, % at 10 µM; CHO-K1 Gal4-SF-1 LBD luciferase reporter; % increase over DMSO SF-1-specific signal;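 active = activation above the mean activation of all tested compounds plus 3 SD, cut at about 50% in these data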
Target sequence (Q13285 whole entry, looked up, the tested form may be a part): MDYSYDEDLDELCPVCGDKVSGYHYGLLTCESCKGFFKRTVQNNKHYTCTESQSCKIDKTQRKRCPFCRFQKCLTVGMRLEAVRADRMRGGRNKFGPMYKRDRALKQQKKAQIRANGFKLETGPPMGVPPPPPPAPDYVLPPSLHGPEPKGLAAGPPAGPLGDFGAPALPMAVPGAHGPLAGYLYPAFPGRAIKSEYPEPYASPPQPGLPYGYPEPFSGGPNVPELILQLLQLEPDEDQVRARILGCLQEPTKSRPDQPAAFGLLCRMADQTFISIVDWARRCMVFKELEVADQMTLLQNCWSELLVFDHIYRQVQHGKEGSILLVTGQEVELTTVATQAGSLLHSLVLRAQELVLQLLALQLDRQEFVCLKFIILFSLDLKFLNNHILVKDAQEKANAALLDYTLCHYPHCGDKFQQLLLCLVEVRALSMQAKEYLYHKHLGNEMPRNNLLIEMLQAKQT
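Test system: CHO-K1 cells with Gal4–hSF-1 LBD chimera plus Gal4-driven luciferase; Input: 4,000 cells/well; Compound: 10 µM only; Times: 20 h compound treatment, 37 °C; Measured by: steady-glow luciferase luminescence, read after 15 min reagent incubation; Measure: percent activation versus DMSO; Control set: DMSO and mock-transfected background; Replicates: one test per compound.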
M1 ag – agonists of M1 muscarinic receptor | CHO-M1 cells, Fluo-4 calcium fluorescence, agonist mode; stronger effect = higher value | B-score at 10 µM | actives 3% (n = 64,000) | AID 626;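 active = fluorescence rise, raw or as B-score row- and column-corrected plate score, outside the 99.7% band of its plate's samples, either direction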
NADH enzymes – inhibition of NAD/NADH coupling enzymes, library profiling. actives 0.02% (n = 65,000). coupled PK/LDH NADH assays, four targets. IC50, µM (series often up to 10 µM), without a hit: top-dose inhibition;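 active = single-dose screening hits from any of four coupled enzyme assays that gave an IC50 when retested across doses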;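 also: the DPM-DC format reads NADH fluorescence rather than 340 nm absorbance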
RORa activator – activators of human nuclear receptor RORA; AID 560; CHO-K1 Gal4-RORA LBD luciferase reporter, luminescence; percent increase over mock-subtracted basal signal; activation, % at 10 µM; P35398; actives 1.5% (n = 65,000);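 active = activation above the mean of all tested compounds plus 3 SD, cut at about 49% in these data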;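 also: 0% = DMSO-treated RORA cells and 100% = added signal equal to DMSO minus mock-transfected cells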
TNAP act DEA – activates human TNAP at intermediate phosphate acceptor concentration; purified TNAP, CDP-star luminescence, 100 mM DEA, 30 min; stronger effect = higher value; scale: 0 levamisole-inhibited, 1 vehicle-only enzyme; P05186; activation factor at 20 µM; 64,000 tested, under 10 active;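 active = activation factor of at least 2 at 20 µM, relative to controls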
Target sequence (P05186 whole entry, looked up): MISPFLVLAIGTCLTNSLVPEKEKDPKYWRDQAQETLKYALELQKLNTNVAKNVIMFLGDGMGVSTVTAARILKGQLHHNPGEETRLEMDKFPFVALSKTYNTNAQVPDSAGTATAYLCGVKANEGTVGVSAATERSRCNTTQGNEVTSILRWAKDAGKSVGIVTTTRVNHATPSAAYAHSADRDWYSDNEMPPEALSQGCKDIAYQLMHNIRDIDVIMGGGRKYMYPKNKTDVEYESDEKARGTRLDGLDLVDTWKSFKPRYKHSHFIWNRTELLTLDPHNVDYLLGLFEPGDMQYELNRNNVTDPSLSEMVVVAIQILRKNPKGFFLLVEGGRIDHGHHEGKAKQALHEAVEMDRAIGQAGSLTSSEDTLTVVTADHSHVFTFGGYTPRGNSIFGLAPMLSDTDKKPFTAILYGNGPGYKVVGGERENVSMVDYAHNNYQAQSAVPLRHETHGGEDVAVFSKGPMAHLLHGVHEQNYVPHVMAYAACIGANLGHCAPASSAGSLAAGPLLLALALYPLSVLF
Active calls of the source: *; . = not tested or not shown; [ ] = remark or other dose.

Sequence of screens: SF1 activator, TNAP act DEA, M1 antagonist, M1 ag, NADH enzymes, Ecoli tolC, Fluor 339 460, RORa activator, Ec RNAP inh
> COC(=O)c1cc2nc(-c3ccc(OC)cc3)cc(C(F)(F)F)n2n1
    -11, 0.9, 0.91, -1.4, 6%[fluoresces], -2, 2.2*, -1, -2
> COc1ccccc1C1C(C#N)=C(N)Oc2cc(C)n(CCCn3ccnc3)c(=O)c21 (stereo not drawn)
    -28, 0.9, -2.6*, -0.61, 6%, -14, 1.2, -5, 3
> COc1cccc(-c2cc(C(=O)Nc3cnn(Cc4ccc(F)cc4)c3)no2)c1
    8, 0.8, 0.86, 0.75, 4%, -16, 1.6, -15, 1
> COc1ccc(S(=O)(=O)N2CCCC2C(=O)Nc2nc3c(s2)CCCC3)cc1 (stereo not drawn)
    1, 0.9, 0.41, 0.15, 7%, 10, 1.1, 13, 5
> Cc1cc(-n2c(SCCC#N)nnc2-c2cccnc2)ccc1Cl
    -6, 1, 0.0022, -1.3, 4%, -1, 0.9, 8, 2
> COc1ccc(N(CC(=O)Nc2ccccc2SC)S(C)(=O)=O)cc1OC
    2, 0.8, -0.86, -0.43, 3%, -2, 1, -2, 3
> Cc1nc(Nc2ccccc2)[nH]c(=O)c1CCC(C)C
    -7, 0.6, -0.38, 0, 5%, 25, 1.1, -22, 3
> Cc1nnc(SCC(=O)NCc2cccs2)[nH]c1=O
    -14, 1, 1.8, 0.13, 6%, -7, 1, -13, 5
> O=C(Nc1ccc2c(c1)OCO2)c1cc2n(n1)C(C(F)(F)F)CC(c1ccccc1)N2 (stereo not drawn)
    4, 0.9, 0.019, -0.016, 2%, 9, 1.1, 16, -1
> COc1ccc(OC)c(-c2cc(C(=O)N3CCCc4ccccc43)no2)c1
    2, 0.9, -0.037, 0.17, 4%, 65*, 1.1, -11, 7
> O=C(CCCn1c(=O)[nH]c2cc(Cl)ccc2c1=O)NCCCN1CCCC1
    -10, 1, -0.99, -0.81, 6%, -6, 1, 10, 8
> O=C1CCCC2=C1C1(CCCCC1)N=C(Nc1nc3ccccc3s1)N2
    -14, 0.9, -0.26, 0.54, 7%, -18, 2.3*, -12, -5
> O=C(COc1ccccc1O)Nc1ccc(Cl)cc1
    -2, 1, -0.59, -0.015, 5%, 4, 1.1, 4, 5
> CCCS(=O)(=O)N1CCN(Cc2ccccc2OCC)CC1
    0, 1, 0.025, 0.077, 0%, -8, 1.1, -12, 7
> Cc1cc(N2CCOCC2)n2nc(-c3cccc(F)c3)cc2n1
    -16, 1, 0.45, -0.015, 6%, 0, 1.6, 12, 5

(listing goes on)
Sequence of screens: SF1 activator, TNAP act DEA, M1 antagonist, M1 ag, NADH enzymes, Ecoli tolC, Fluor 339 460, RORa activator, Ec RNAP inh
> CCn1c(O)c(C=Nc2ccccc2)oc1=S
    4, 0.9, 0.09, -0.28, 7%, -6, 1.1, -9, 12
> COc1ccccc1-c1c(C)nn2c(C)cc(C)nc12
    1, 1, 0.23, 0.8, 5%, 0, 1.1, 25, 11
> CCOCCCn1c(=NC(=O)c2cccnc2)c(C(=O)OCC)cc2c(=O)n3ccccc3nc21
    9, 1, -0.55, 1.3, 9%[fluoresces], 7, 3.6*, 30, 18
> CC(C)(C)n1nc2c(c1NC(=O)c1ccc(S(=O)(=O)N3CCCC3)cc1)CSC2
    9, 0.9, -0.48, -1.3, 2%, 10, 1.1, -6, 5
> c1ccc(Cn2nnnc2C(c2cccnc2)N2CCN(C3CCCCC3)CC2)cc1 (stereo not drawn)
    0, 0.9, -0.58, 0.59, 5%, -21, 1.1, 4, -1
> COc1ccc(S(=O)(=O)N2CCCC2C(=O)Nc2nnc(-c3cccnc3)s2)cc1 (stereo not drawn)
    -13, 0.9, -1.9*, -0.56, 6%, 2, 1.5, 5, 3
> COC(=O)Nc1nnc(CC(=O)Nc2ccccc2C)s1
    4, 1, 0.91, -0.46, 3%, -16, 1.1, 3, 2
> COc1ccc(CCN2C(=O)CC(Nc3ccc(N4CCOCC4)cc3)C2=O)cc1OC (stereo not drawn)
    2, 0.9, -1.8, -0.25, 5%, -18, 1.1, 0, 7
> O=C(/C=C\Nc1cccc(F)c1)c1ccc2c(c1)OCO2
    -58, 1, -0.83, 0.6, 1%, 1, 1.1, -34, 4
> CC(C)c1ccc(NC(=O)c2cccnc2)cc1
    34, 0.9, -0.42, -0.23, 1%, 2, 1.1, 69*, -1
> Cc1cc(Nc2cc(C(=O)O)ccc2C)n2ncnc2n1
    8, 1, 0.44, 0.38, 1%, -14, 1.1, 24, 3
> COc1ccc2[nH]c(C)c(C(=O)CN3CCN(C(=O)c4ccco4)CC3)c2c1
    -8, 0.9, 0.069, -0.89, 4%, 1, 1.1, -13, 7
> O=c1c2ccccc2nc(SCc2cccc(F)c2)n1Cc1ccco1
    -8, 0.9, -0.24, -0.035, 2%, 30, 1, -13, 2
> CCC(=O)N=c1sc2c(OC)ccc(OC)c2n1C
    16, 0.9, -0.29, 1.6, 5%, 2, 1.1, -5, 7
> Cn1nc(C(=O)N2CCCC2)c2ccccc2c1=O
    -15, 1, 0.38, -0.25, 5%, -16, 1.2, -29, 1

Next compounds.
Sequence of screens: SF1 activator, TNAP act DEA, M1 antagonist, M1 ag, NADH enzymes, Ecoli tolC, Fluor 339 460, RORa activator, Ec RNAP inh
> CCSc1nc(C)nc2c1oc1ccccc12
    -10, 0.9, 0.23, 0.36, 2%, 11, 1, 1, 9
> COc1ccc(C(=O)N(CCCO)Cc2cc3c(C)ccc(C)c3[nH]c2=O)cc1OC
    -6, 0.9, -0.12, 0.046, 4%, 3, 1.3, 0, 13
> O=C(c1cc(-c2ccccc2)on1)N1CCN(Cc2ccc3c(c2)OCO3)CC1
    -8, 0.9, -0.32, 0.035, 3%, 66*, 1.1, -2, 12
> Cc1ccc2cc(C#N)c(SCC(=O)NCC3CCCO3)nc2c1C (stereo not drawn)
    -10, 0.9, -0.63, 0.58, 5%, -10, 1.1, -33, 5
> O=C(CCCC(=O)N(CC(=O)NC1CCCC1)Cc1ccc2c(c1)OCO2)Nc1ccccn1
    5, 0.9, -1.9, -0.024, 8%, 9, 1, -11, 2
> CCC(CC)C(=O)Nc1cc(NC(=O)C(CC)CC)cc(C(=O)O)c1
    4, 1, 0.95, -1, 1%, -7, 1.1, 8, -2
> Cc1ccc(C)c(CN2CCNC2=O)c1
    -7, 0.9, -0.43, -0.36, 4%, -14, 1.1, -9, 7
> CCOC(=O)c1cnn(CCOC(=O)Cc2cccs2)c1NC(=O)Cc1cccs1
    -20, 1, 0.0027, 0.75, 8%, -10, 1.1, -12, 2
> COc1cc(C(=O)N2CCN(c3ccc(C)cc3C)CC2)cc(OC)c1OC
    12, 0.9, 1, -0.56, 1%, 22, 1.1, 64*, 9
> O=C(Cn1nnc(-c2ccncc2)n1)N(C1CCCCC1)C1CCCCC1
    -6, 0.9, -0.71, 1.1, 5%, 19, 1.1, -28, 3
> CCCCOC(=O)CN1C(=O)c2ccc(C(=O)OCCCC)cc2C1=O
    9, 0.9, 0.76, 0.71, 1%, 31, 1, -12, 4
> COC(=O)c1ccccc1NC(=O)C1CCCN(S(=O)(=O)c2ccc(F)cc2)C1 (stereo not drawn)
    -3, 1.1, 2.1, 5.5*, 3%, 41, 1.1, 5, 15
> O=c1[nH]c2cc3c(cc2cc1CN(CC1CCCO1)S(=O)(=O)c1ccc(Cl)cc1)OCCO3 (stereo not drawn)
    -8, 0.8, -4.2*, 0.013, 7%, -12, 2.6*, -9, 3
> O=c1[nH]c(=S)c2c(n1-c1ccccc1)CCC2
    -30, 0.8, -0.023, -0.42, 6%, -13, 1, -6, -4
> CCN(CC)CCCNC(=O)C1CCC(=O)N(c2ccc(OC)cc2)C1c1ccc(F)cc1 (stereo not drawn)
    -8, 0.9, -0.99, 0.79, 3%, -4, 1.1, 18, 0

More compounds
Sequence of screens: SF1 activator, TNAP act DEA, M1 antagonist, M1 ag, NADH enzymes, Ecoli tolC, Fluor 339 460, RORa activator, Ec RNAP inh
> Cn1c(=O)cc(SCC(=O)N2CCN(C3CCCCC3)CC2)c2ccccc21
    2, 0.9, -2.8*, 1.2, 2%, 0, 1.4, 1, 6
> CC(C)(C)NC(=O)c1cnn2c1NC(c1ccc(F)cc1)CC2C(F)(F)F (stereo not drawn)
    3, 1, -0.011, -1.4, 4%, 13, 1, -6, 6
> COc1ccc(N(CC(=O)Nc2cc(C(=O)O)ccc2C)S(=O)(=O)c2c(C)noc2C)cc1
    -4, 0.9, -0.11, 0.69, 9%, -13, 1.1, -25, 4
> O=C(NC1CCN(Cc2ccccc2)CC1)C1CCCN(S(=O)(=O)c2cccc3nonc23)C1 (stereo not drawn)
    -6, 0.9, 0, -0.099, 9%, -20, 1.1, -9, -1
> CCCCOc1ccccc1C1CC(=O)NC2=C1C(=O)CCC2 (stereo not drawn)
    -21, 1, -0.11, -1.2, 4%, -3, 1.1, 26, -10
> CCOc1ccc(N=C2SC(C(=O)O)CC(=O)N2C)cc1 (stereo not drawn)
    -12, 0.9, 0.05, -0.14, 6%, -11, 1, -7, 3
> CC1(C)N(O)CC(c2cccs2)=[N+]1[O-]
    0, 1, 0.014, -0.19, 0%, -2, 1.1, 24, 0
> CCOC(=O)c1[nH]c2ccccc2c1NC(C)=O
    9, 0.9, -0.042, 0.014, 4%, -12, 1.3, -16, 4
> COC(=O)c1ccccc1NC(=O)C1CCN(S(=O)(=O)c2cc(OC)ccc2OC)CC1
    -4, 0.9, 0.54, -0.011, 1%, 23, 1.1, -3, 4
> O=S(=O)(NCc1ccc(F)cc1)c1ccc2c(c1)OCCO2
    4, 1, -0.6, 0.2, 2%, 9, 1.1, -7, -3
> Cn1c(=O)c2ncn(CC(=O)NCCC3=CCCCC3)c2n(C)c1=O
    -16, 1, ., ., 4%, -2, 1.1, -7, .
> CC(=O)Nc1cccc(NC(=O)c2cc(C)on2)c1
    -1, 0.9, 1.6, -0.056, 5%, -1, 1.1, 12, 7
> CC(C)N(CCCNC(=O)CC1Oc2ccccc2NC1=O)Cc1ccccc1 (stereo not drawn)
    -8, 0.9, -0.57, -0.032, 4%, -11, 1.1, 4, 4
> Cc1ccnc(NC(=O)Nc2ccc3c(c2)N(C)C(=O)CS3)c1
    15, 0.9, 0.021, -0.025, 6%, 10, 1.5, 26, 3

Taken from above.
Entry of CCOc1ccc(N=C2SC(C(=O)O)CC(=O)N2C)cc1 (stereo not drawn) under Fluor 339 460: 1
Entry of CC(C)N(CCCNC(=O)CC1Oc2ccccc2NC1=O)Cc1ccccc1 (stereo not drawn) under TNAP act DEA: 0.9
Entry of CCCCOc1ccccc1C1CC(=O)NC2=C1C(=O)CCC2 (stereo not drawn) under M1 ag: -1.2
Entry of CC1(C)N(O)CC(c2cccs2)=[N+]1[O-] under Ec RNAP inh: 0
Entry of CC(C)(C)NC(=O)c1cnn2c1NC(c1ccc(F)cc1)CC2C(F)(F)F (stereo not drawn) under NADH enzymes: 4%
Entry of CCOC(=O)c1[nH]c2ccccc2c1NC(C)=O under M1 ag: 0.014
Entry of COc1ccc(N(CC(=O)Nc2cc(C(=O)O)ccc2C)S(=O)(=O)c2c(C)noc2C)cc1 under Fluor 339 460: 1.1

Three entries out of the list above, sorted by the number in Fluor 339 460, descending.
Compound	Fluor 339 460
CCOC(=O)c1[nH]c2ccccc2c1NC(C)=O	1.3
CC(=O)Nc1cccc(NC(=O)c2cc(C)on2)c1	1.1
CC(C)(C)NC(=O)c1cnn2c1NC(c1ccc(F)cc1)CC2C(F)(F)F (stereo not drawn)	1
